S100A4 inh HTS – blocks human S100A4 binding to myosin IIA peptide | S100A4/TAMRA-MyoIIA peptide fluorescence polarization | AID 652163 | 0.14% of 360,000 active | P26447 | inhibition, % at 10.7 µM;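 active means mean inhibition of at least 70% across replicates, with every replicate also reaching that level; inconclusive means mean inhibition reaches 70% but some replicates fall short; inactive means mean inhibition below 70%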
Target sequence (P26447 whole entry, looked up): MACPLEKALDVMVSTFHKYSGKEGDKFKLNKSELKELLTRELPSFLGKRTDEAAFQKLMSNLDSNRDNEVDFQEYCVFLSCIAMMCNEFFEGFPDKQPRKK
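System – human S100A4 monomer protein, biochemical binding assay · Buffer or medium – Calcium-containing HEPES buffer, pH 7.2 · Timing – 5 min between mix addition and reading · Also added – TAMRA-labelled myosin IIA heavy-chain peptide probe, 5 nM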
ERAP1 inh – ERAP1 (human) enzyme inhibition; recombinant ERAP1, Leu-AMC fluorescence, 60 min; inhibition, % at 10.7 µM; 0.15% of 340,000 active;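 active means mean replicate inhibition of at least 30%, or all replicates individually reaching that 30% level; inactive means mean below 30% and not every replicate reaching it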;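 further: 0% = neutral control wells and 100% = L-leucinethiol positive control wells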
RAD52 anneal inh – inhibitors of human RAD52 DNA annealing; inhibition, % at 18.7 µM; 0.46% of 360,000 active; P43351; recombinant RAD52 DNA annealing, FRET fluorescence; AID 651710;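 active means every replicate showing at least 50% inhibition; inconclusive means mean inhibition at least 50% but not in every replicate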
Target sequence (P43351 whole entry, looked up): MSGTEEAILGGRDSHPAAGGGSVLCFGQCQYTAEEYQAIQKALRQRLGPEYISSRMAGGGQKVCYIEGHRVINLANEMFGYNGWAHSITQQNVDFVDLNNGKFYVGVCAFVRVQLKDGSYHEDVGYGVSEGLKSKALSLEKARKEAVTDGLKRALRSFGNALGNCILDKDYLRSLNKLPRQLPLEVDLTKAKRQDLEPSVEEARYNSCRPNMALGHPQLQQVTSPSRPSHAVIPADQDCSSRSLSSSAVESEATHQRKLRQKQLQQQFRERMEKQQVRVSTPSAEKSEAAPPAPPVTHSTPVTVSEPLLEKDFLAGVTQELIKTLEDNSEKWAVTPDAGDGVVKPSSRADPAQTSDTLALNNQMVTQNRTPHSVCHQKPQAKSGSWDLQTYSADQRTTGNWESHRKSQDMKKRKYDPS
esBAF inh – SWI/SNF esBAF complex inhibition | mouse ES cells, Bmi1-luciferase knock-in reporter, 24 h; 100% = twice the neutral-well signal | reporter increase, % at 12.5 µM | 2% of 350,000 active; in the data active means activation above about 40%; inconclusive means no clear call, values can overlap the other calls;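 further: 0% = median of the plate's neutral control wells and 100% = double that signal; a rise in the Bmi1 reporter signal indicates esBAF inhibition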
E-sel inducer – E-selectin induction on HUVECs | AID 686992 | HUVEC E-selectin immunofluorescence imaging; normalized: neutral wells 0, TNF-alpha wells 100 | P16581 | 0.37% of 260,000 active | activation, % at 7.58 µM;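 active means mean E-selectin-positive cell signal at least 10% of the positive control, reached in at least 60% of replicates, without over 20% cell loss; inconclusive means no rule given, readout overlaps actives, possibly toxicity-flagged; inactive means the rest, including those meeting only one limit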;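 further: in these data hits start at about 27%; measured in HUVEC primary endothelial cells; signal is the percent of cells scored E-selectin positive by PE staining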
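material = human umbilical vein endothelial cells (HUVEC), E-selectin induction | quantity = 3,000 cells/well | medium = EGM-2 growth medium on 0.1% gelatin-coated wells | technique = immunofluorescence imaging | read-out basis = % PE-positive cells | control set = TNF-alpha positive control, DMSO neutral control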
RAD54 branch – blocks human RAD54 Holliday junction branch migration | 0.14% of 360,000 active | Q92698 | inhibition, % at 10.4 µM | AID 602329 | FAM/BHQ fluorescence;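 active means mean normalized replicate activity at least 40 and at least half of replicates scoring 40 or more; inconclusive means only one of the two criteria met; inactive means mean below 40 and under half of replicates reaching 40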;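 further: 0% = median of neutral control wells and 100% = median of positive control wells; inhibitors cause a drop in the FAM fluorescence signal; in these data hits start at about 50%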
ERp5 block – inhibitors of human ERp5; Q15084; ERp5 insulin aggregation, absorbance 650 nm, 90 min; inhibition, % at 9.99 µM; 0.05% of 350,000 active;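 active means mean replicate inhibition above about 25%, with every replicate also reaching it, limit read from the data, passing the limit was not always enough; inconclusive means only one of those two criteria met; inactive means neither criterion met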
Target sequence (Q15084 whole entry, looked up): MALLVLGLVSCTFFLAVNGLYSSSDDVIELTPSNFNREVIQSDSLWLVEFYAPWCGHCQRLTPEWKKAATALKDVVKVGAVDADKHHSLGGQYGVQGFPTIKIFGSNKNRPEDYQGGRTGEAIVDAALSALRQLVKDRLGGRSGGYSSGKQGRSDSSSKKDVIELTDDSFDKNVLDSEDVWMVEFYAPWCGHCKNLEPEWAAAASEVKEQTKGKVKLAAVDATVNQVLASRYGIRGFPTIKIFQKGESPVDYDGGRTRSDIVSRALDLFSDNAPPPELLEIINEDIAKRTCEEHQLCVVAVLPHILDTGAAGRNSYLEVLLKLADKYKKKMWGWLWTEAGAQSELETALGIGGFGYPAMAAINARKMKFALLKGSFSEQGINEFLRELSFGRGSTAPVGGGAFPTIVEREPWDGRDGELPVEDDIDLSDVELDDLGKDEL
XiGFP reactiv – reactivates the inactive X chromosome in mouse fibroblasts. XiGFP mouse fibroblasts, % GFP-positive cells imaging, 3 d; cells co-treated with 5-aza-dC sensitizer; scaled so ellipticine positive control = 100%. activation, % at 7.58 µM. 0.055% of 360,000 active;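 active means mean normalized replicate activation at least 10% and every replicate at or above 10%; inconclusive means only one of the two criteria met; inactive means mean below 10% and not all replicates reach 10%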;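 further: 0% = median of on-plate neutral control wells and 100% = ellipticine 6 µM median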
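Material: SV40-immortalized XiGFP fibroblast cells, line 68-5-11 | Buffer or medium: DMEM containing 5-aza-dC | Dosing: One concentration, pinned | Times: 3 d treatment, 15 min room-temperature fixation | Controls: Ellipticine 6 µM positive control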
The depositor's hits bear a star; ? = inconclusive; / = not tested or not shown.

Values run as follows: E-sel inducer, ERAP1 inh, RAD52 anneal inh, S100A4 inh HTS, RAD54 branch, XiGFP reactiv, ERp5 block, esBAF inh
1: CN1c2ccc(-c3ccccc3)cc2[C@H]2[C@H](CCN2C(=O)CN2CCOCC2)[C@@H]1CO
  -0.5, -3.6, -31.7, -3.7, 7.8, 0.0, 3.5, 36.1
2: CC(=O)N1[C@@H](CO)[C@@H]2c3ccccc3N(S(=O)(=O)c3ccccc3C)C[C@@H]21
  -0.1, 3.3, -4.6, -3.9, 8.7, 0.0, -1.1, -3.8
3: COC(=O)CC(NC(=O)c1cccs1)c1ccc(OC)c(OC)c1 (configuration not stated)
  -1.1, -4.0, -5.7, -6.4, /, 0.2, 1.1, /
4: COc1ccc(NC(=O)c2cccnc2)cc1
  /, 0.6, -10.2, 5.5, -5.7, 0.0, -0.3, 12.1
5: COc1nc(OC)nc(N2CCC(C(=O)Nc3cccc4ccccc34)CC2)n1
  /, 0.3, -9.5, -1.1, -0.3, /, 1.1, -0.2
6: CCOC(=O)/C(C#N)=C/c1cn(CCC(=O)O)nc1-c1ccc(Br)cc1
  /, 0.9, -7.4, -3.3, /, 0.2, 2.0, /
7: CCc1ccc(NC(=O)CSc2nnc(-c3cnccn3)n2C)cc1
  /, 4.0, -18.4, 4.9, 0.2, 0.0, -8.2, -4.4
8: COc1ccc(NC(=O)Nc2ccc3c(c2)C(=O)N([C@H](C)CO)C[C@H](C)[C@H](CN(C)C(=O)Nc2cccc4ccccc24)OCCCC[C@@H](C)O3)cc1
  -0.2, -1.5, -10.1, -3.7, -1.6, 0.3, 0.7, -1.8
9: Cc1c(C#N)c(O)n(CCO)c(=O)c1N=Nc1ccc2c(c1)COC2=O
  /, 7.1, 13.3, 18.3, /, 0.3, 4.9, /
10: CNC(=O)C[C@H]1CC[C@H]2[C@@H](COc3ccc(NC(=O)Nc4cccc(C#N)c4)cc3C(=O)N2C)O1
  -0.1, 0.2, 2.8, 0.8, -10.2, 0.2, -7.4, 4.8
11: CN(Cc1ccccc1)C(=O)CSc1n[nH]c(N)n1
  6.2, -3.8, -9.1, -2.0, -3.3, 0.4, 1.7, -0.8
12: COc1ccc(S(=O)(=O)Nc2ccc3c(c2)C(=O)N([C@H](C)CO)C[C@@H](C)[C@@H](CN(C)C(=O)CCC(F)(F)F)OCCCC[C@H](C)O3)cc1
  -0.1, -2.0, 16.5, -5.4, 2.3, 0.0, 0.7, -1.9
13: CC(C)c1cccc(-c2ccc3c(c2)S(=O)(=O)c2cccc(C(=O)NCc4ccccc4)c2C3=O)c1
  -0.3, 1.7, -10.8, -2.2, -11.2, 0.0, -3.7, -5.7
14: Cc1sc2ncnc(N3CCC(C(=O)N(C)CC(=O)Nc4ccccc4Cl)CC3)c2c1C
  -0.1, -1.2, -2.2, -5.3, -1.4, 0.0, 1.2, 6.1
15: CNC(=O)c1ccsc1NC(=O)CS(=O)(=O)c1ccc(F)cc1
  -0.1, 1.9, 1.1, -0.2, -9.4, 0.0, 1.0, 7.3
16: O=C(CCN1C(=O)c2ccccc2S1(=O)=O)NCc1ccccc1Cl
  -1.3, -4.6, -6.4, -3.6, 8.0, -0.1, 7.9, -2.7
17: Cc1ccc(NS(=O)(=O)c2ccc(C(C)(C)C)cc2)cn1
  /, -4.4, -15.5, 0.5, -5.3, 0.1, 3.3, 2.4
18: COc1cccc(S(=O)(=O)Nc2ccc3c(c2)C(=O)N(C)C[C@H](OC)[C@@H](C)CN(C(=O)Cc2cccnc2)[C@@H](C)CO3)c1
  0.3, -1.2, -1.3, 5.8, 7.6, -0.3, -4.5, -3.2
19: Cc1c(-c2ccccc2)oc2c(C(=O)N3CCN(c4ccc([N+](=O)[O-])cc4)CC3)cccc2c1=O
  /, 0.0, -3.5, 3.4, /, -0.1, 2.9, /
20: O=C(NCC[C@@H]1CC[C@@H](NC(=O)C2CCC2)[C@@H](CO)O1)c1ccc(F)cc1
  -0.2, -0.6, -12.6, 4.5, -12.1, -0.1, 4.9, -4.5

Part of the list above, as labelled records:
(16) O=C(CCN1C(=O)c2ccccc2S1(=O)=O)NCc1ccccc1Cl
  E-sel inducer: -1.3; ERAP1 inh: -4.6; RAD52 anneal inh: -6.4; S100A4 inh HTS: -3.6; RAD54 branch: 8.0; XiGFP reactiv: -0.1; ERp5 block: 7.9; esBAF inh: -2.7
(17) Cc1ccc(NS(=O)(=O)c2ccc(C(C)(C)C)cc2)cn1
  E-sel inducer: /; ERAP1 inh: -4.4; RAD52 anneal inh: -15.5; S100A4 inh HTS: 0.5; RAD54 branch: -5.3; XiGFP reactiv: 0.1; ERp5 block: 3.3; esBAF inh: 2.4

Other compounds.
Values run as follows: E-sel inducer, ERAP1 inh, RAD52 anneal inh, S100A4 inh HTS, RAD54 branch, XiGFP reactiv, ERp5 block, esBAF inh
21: C[C@H]1CN([C@@H](C)CO)C(=O)c2cc(NC(=O)Nc3cccc4ccccc34)ccc2O[C@@H]1CN(C)S(=O)(=O)c1ccccc1
  -0.3, -1.7, -9.4, -13.6, 1.5, -0.8, 0.0, 1.9
22: N#Cc1cc([N+](=O)[O-])ccc1N1CCCC1
  0.0, 5.0, -4.8, 9.8, /, 0.1, 0.9, /
23: Cc1ccc(CN(C(=O)c2ccco2)C2CCS(=O)(=O)C2)cc1 (configuration not stated)
  -0.8, -0.3, -9.5, 7.2, 5.0, 0.0, 4.4, /
24: CN(C)C(=O)c1cccc(-c2ccc3c(c2)[C@H]2[C@H](CCN2C(=O)c2ccncc2)[C@H](CO)N3C)c1
  -0.1, 0.1, -12.6, 18.4, 2.3, 0.0, -4.1, -6.9
25: Cc1nn(-c2cccc([N+](=O)[O-])c2)c(N)c1-c1ccccc1
  /, 2.4, -24.9, 0.5, -1.9, 0.1, 0.0, 65.9*
26: O=C(NC1CCN(Cc2ccccc2)CC1)c1ccc(CS(=O)c2ccc(F)cc2)o1 (configuration not stated)
  0.0, -3.0, -10.3, -1.9, 0.1, 0.0, /, 2.2
27: C=CCNC(=O)C1CCN(c2nc(C)cc(-c3ccccc3)n2)CC1
  /, -3.6, -2.6, 7.3, 5.5, /, -0.6, 55.6*
28: CCOc1ccc(OCCC(=O)N2CCc3cc(OC)c(OC)cc3C2)cc1
  /, -0.9, -5.7, 2.2, -6.4, /, 2.2, -3.7
29: O=C(COc1ccccc1)OCC(=O)N1CCCc2ccccc21
  0.2, 2.8, -2.3, -0.5, -1.9, 0.2, 0.4, -1.8
30: O=C(Nc1cccc2cccnc12)c1cc(F)c(F)cc1Cl
  -0.1, -1.3, -11.8, 1.2, -0.8, 0.3, 1.6, 36.4
31: O=C(NCCCn1ccnc1)c1nn2c(C(F)(F)F)cc(-c3ccccc3)nc2c1Cl
  3.7, 2.7, -8.9, -3.0, 0.6, 0.0, -8.2, -2.9
32: CC(C)CC1=NN(C(=O)c2ccco2)C(O)(C(F)(F)F)C1 (configuration not stated)
  /, -2.7, -14.2, -1.7, /, 0.0, -3.2, /
33: COc1ccc(S(=O)(=O)N(C)C[C@H]2Oc3ccc(NS(=O)(=O)c4c(C)noc4C)cc3CC(=O)N([C@H](C)CO)C[C@@H]2C)cc1
  -0.4, 0.6, 5.6, ?, 13.3, -1.0, 11.5, -1.8
34: CCNC(=O)Nc1ccc2c(c1)C(=O)N(C)[C@@H]1CC[C@@H](CC(=O)N[C@@H](C)c3ccccc3)O[C@H]1CO2
  0.0, 2.4, 9.5, 16.4, -3.4, 0.4, 2.3, 0.8
35: Cc1ccc(CNC(=O)c2cccnc2Cl)cc1
  /, -0.7, -3.2, 5.1, -8.5, 0.1, 8.2, 1.4
36: COc1ccc(-c2ccc3nnc(SCC(=O)NCC4CCCO4)n3n2)cc1 (configuration not stated)
  /, -0.9, -4.9, -2.7, 11.1, 0.0, 0.8, -2.2
37: Cc1ccc(NS(=O)(=O)c2cccc([N+](=O)[O-])c2)nc1
  /, 12.2, -10.7, 0.1, /, 0.0, 0.2, /
38: O=C(O)/C=C\C(=O)Nc1cccc(NC(=O)c2ccccc2)c1
  /, -2.9, -2.4, -3.8, /, 0.0, 2.4, 20.9
39: COC(=O)c1ccc(CSc2nc3c(c(=O)[nH]2)CCC3)cc1
  -0.3, /, -15.9, -5.0, 1.4, 0.0, -2.1, -1.8
40: CC(C)CC(=O)N1CCN(c2ccc([N+](=O)[O-])cc2Cl)CC1
  /, 5.1, -5.2, -0.5, 1.9, 0.1, 3.3, 5.1

Remaining list, next part.
Values run as follows: E-sel inducer, ERAP1 inh, RAD52 anneal inh, S100A4 inh HTS, RAD54 branch, XiGFP reactiv, ERp5 block, esBAF inh
41: CC(=O)N1C[C@H]2[C@@H](c3ccccc31)[C@H](CO)N2C(=O)Nc1ccc(F)cc1
  0.2, 0.7, 10.0, 19.4, 6.1, 0.1, 2.1, -5.0
42: O=S(=O)(c1ccc(OC(F)(F)F)cc1)N1CCCC(c2ccccc2)C1 (configuration not stated)
  -0.2, 0.7, -4.6, -1.1, 4.1, 0.0, 1.9, -3.5
43: O=C1CC(/C=C/c2ccccc2)(C(=O)NC2CCCC2)N1c1ccc(S(=O)(=O)N2CCCC2)cc1 (configuration not stated)
  -0.1, -1.6, -13.6, -7.0, 0.5, -0.1, 0.6, -9.8
44: CCC(=O)N1CCN(c2ccc(NC(=O)COc3ccccc3[N+](=O)[O-])cc2)CC1
  0.1, 2.2, -3.0, 25.6, -0.7, 0.4, 1.3, 1.9
45: COC(=O)c1ccc(CNC(=O)COC(=O)c2cccs2)cc1
  -0.3, -1.7, -11.3, -3.4, /, 0.2, 3.4, /
46: CN(C)Cc1c(C(=O)N/N=C/c2ccco2)nnn1-c1nonc1N
  /, -2.5, 10.6, -1.5, 2.3, 0.1, 2.5, 4.2
47: N#Cc1ccsc1NC(=O)COC(=O)CCS(=O)(=O)c1ccccc1
  0.3, 0.0, -42.4, -3.3, -4.1, 0.1, -1.4, -3.8
48: C[C@H](CO)N1C[C@H](C)[C@@H](CN(C)S(=O)(=O)c2ccc(Cl)cc2)OCCCC[C@H](C)Oc2ccc(NS(=O)(=O)c3cccs3)cc2C1=O
  0.0, 0.0, -2.4, -20.2, -1.1, 0.8, -0.7, 3.7
49: COc1ccc(/C=C/CN2CCC(CO)(Cc3ccccc3Cl)CC2)cc1
  /, -4.9, -30.8, -4.9, -0.2, 0.1, 8.1, -7.4
50: O=C(COC(=O)CCNS(=O)(=O)c1ccccc1)Nc1ccc(OC(F)F)cc1
  /, -2.7, -13.1, 0.0, 0.0, -0.1, 0.0, -6.7

Screening results as filed in PubChem.
